Assay outcomes: PubChem BioAssay, several laboratories
PMI act satM6P: activators of human phosphomannose isomerase at near-saturating mannose 6-phosphate; P34949; coupled PMI enzyme assay, resazurin fluorescence, 20 min; stronger effect = higher value; 1 = untreated enzyme, 0 = substrate-free blank; activation factor at 20 µM; 190,000 compounds, 0.34% hits;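 active = activation factor of 2 or more at 20 µM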
Target sequence (P34949 whole entry, looked up): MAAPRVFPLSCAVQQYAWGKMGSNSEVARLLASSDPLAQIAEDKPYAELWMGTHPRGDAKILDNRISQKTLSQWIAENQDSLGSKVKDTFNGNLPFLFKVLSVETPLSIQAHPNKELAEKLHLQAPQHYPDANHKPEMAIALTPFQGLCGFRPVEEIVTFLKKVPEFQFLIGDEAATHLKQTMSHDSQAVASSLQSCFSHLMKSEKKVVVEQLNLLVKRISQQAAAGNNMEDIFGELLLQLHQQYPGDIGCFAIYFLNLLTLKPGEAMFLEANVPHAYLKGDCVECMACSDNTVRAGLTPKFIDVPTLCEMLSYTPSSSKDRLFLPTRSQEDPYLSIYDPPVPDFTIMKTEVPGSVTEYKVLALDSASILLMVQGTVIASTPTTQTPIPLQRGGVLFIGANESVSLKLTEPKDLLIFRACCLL
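Test system – human PMI in coupled enzyme assay · Timing – 20 min incubation at room temperature · Detection – Diaphorase-driven resazurin-to-resorufin fluorescence, excitation 544, emission 590 nm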
G6PDH CS: counter-screen for G6PDH assay hits: L. mesenteroides G6PDH inhibition. inhibition, % at 5 µM. 200,000 compounds, 0.12% hits. Purified L. mesenteroides G6PDH, diaphorase/resazurin coupled fluorescence, 45 min. AID 1020; in the data active = inhibition above about 50%
FLuc stim CS: firefly luciferase counter-screen for stimulation assays. P08659. ATPlite luciferase biochemical, luminescence, 10 min; 0 = ATP-free wells, 1 = DMSO control. activation factor at 10 µM. 200,000 tested, under 10 active. AID 1027;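 active = luciferase activation factor, scaled between plate controls, of at least 2 with compound at 10 µM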
Target sequence (P08659 whole entry, looked up): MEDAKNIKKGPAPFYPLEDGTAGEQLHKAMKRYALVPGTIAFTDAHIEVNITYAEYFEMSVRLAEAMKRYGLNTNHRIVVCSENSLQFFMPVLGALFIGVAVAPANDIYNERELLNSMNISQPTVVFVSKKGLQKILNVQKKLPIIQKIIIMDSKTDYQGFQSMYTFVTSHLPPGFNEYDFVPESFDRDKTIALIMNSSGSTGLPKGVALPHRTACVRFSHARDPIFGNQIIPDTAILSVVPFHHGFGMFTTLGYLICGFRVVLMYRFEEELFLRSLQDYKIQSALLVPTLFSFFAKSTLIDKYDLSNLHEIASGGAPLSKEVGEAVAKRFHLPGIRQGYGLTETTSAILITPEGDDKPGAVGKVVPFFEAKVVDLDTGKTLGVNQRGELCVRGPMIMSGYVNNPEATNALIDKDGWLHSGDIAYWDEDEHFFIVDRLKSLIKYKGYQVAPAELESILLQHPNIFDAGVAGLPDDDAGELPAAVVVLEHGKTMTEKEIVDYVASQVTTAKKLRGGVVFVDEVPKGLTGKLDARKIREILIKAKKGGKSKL
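Assay system – cell-free luciferase reagent · Medium – PBS-based ATP solution · Dosing – test compounds dosed from 2 mM stocks in 100% DMSO · Timing – 10 min, room temperature · Technique – light output (luminescence) · Measure – luminescence gain marking luciferase activators · Controls – No-ATP low control, compound-free enzyme-plus-ATP high control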
Diaphorase inh: inhibits diaphorase or chemically oxidizes, flagging diaphorase assay artifacts | diaphorase resazurin-to-resorufin fluorescence, NADH, 16 min; bacterial (C. kluyveri) enzyme, not human | inhibition, % at 20 µM | 190,000 compounds, 0.69% hits;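 active = primary screen inhibition at 20 µM above a set limit, cut at about 50% in these data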;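 also: plate controls were DMSO with full reaction for no effect and wells lacking NADH for full effect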
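Assay system: diaphorase enzyme from Clostridium kluyveri; Input: enzyme working solution with 0.14 U/mL diaphorase; Timing: 16 min at room temperature; Technique: resorufin fluorescence, excitation 544 nm, emission 590 nm; Benchmarks: positive control minus NADH, DMSO neutral control.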
TNAP inh hi DEA: blocks human TNAP under high phosphate acceptor concentration | inhibition, % at 20 µM | AID 1135 | purified TNAP, CDP-star luminescence, 1 M DEA | P05186 | 200,000 compounds, 0.03% hits;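 active = over 50% inhibition of tissue-nonspecific alkaline phosphatase at 20 µM in the single-dose screen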;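 also: plate controls were DMSO wells for no effect and EDTA-quenched wells as full inhibition for full effect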
Efa HMGR inh: inhibitors of class II HMG-CoA reductase from Enterococcus faecalis | 190,000 compounds, 0.41% hits | purified E. faecalis HMGR, NADPH absorbance 340 nm kinetic | inhibition, % at 10 µM | AID 1066;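 active = inhibition above a set limit, the median over all tested compounds plus 3 SD, cut at about 9.5% in these data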;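 also: enzyme runs in reverse so mevalonate oxidation gives rising NADPH absorbance; 0% = complete reaction with DMSO and 100% = background rate lacking mevalonate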
PMI act: phosphomannose isomerase (human) activation | P34949 | purified human PMI, coupled resazurin fluorescence, 20 min; stronger effect = higher value; 1 = vehicle control, 0 substrate-free wells | activation factor at 20 µM | 190,000 compounds, 0.005% hits;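 active = activation factor of 2 or more at 20 µM, relative to plate controls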
Diaph act CS: counter-screen for diaphorase-based assays: diaphorase activators and chemical reducers. 190,000 compounds, 0.005% hits. activation factor at 20 µM. Diaphorase/resazurin coupled assay, resorufin fluorescence, 16 min; stronger effect = higher value; 1 = vehicle wells, 0 = NADH-free wells;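 active = diaphorase activity raised at least twofold by the compound at 20 µM; inactive = activation factor below 2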
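Measured by – red resorufin fluorescence at 544/590 nm excitation/emission · Test system – Clostridium kluyveri diaphorase, purified enzyme · Incubation – reaction time 16 min, room temperature · Buffer or medium – 50 mM HEPES pH 7.4 with 4.542 mM MgCl2, 0.005% Tween 20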
TNAP act hi DEA: activators of human TNAP at high phosphate acceptor concentration. 200,000 tested, under 10 active. AID 1136. activation factor at 20 µM. P05186. purified TNAP, CDP-star luminescence, 1 M DEA, 30 min; stronger effect = higher value; 0 = EDTA background, 1 = DMSO-only activity;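 active = activation factor at least 2 at 20 µM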
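Assay system: human TNAP; Input: enzyme diluted 1/800 final; Reagent: CDP-star luminogenic substrate at 100 µM final; Timing: 30 min, room temperature; Signal: luminescence; Evaluation: TNAP activation factor scaled between EDTA and DMSO control wells.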
TNAP inh noacc: blocks human TNAP activity with no phosphate acceptor present; inhibition, % at 20 µM; 200,000 compounds, 0.26% hits; purified TNAP, CDP-star luminescence, 30 min; P05186;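 active = tissue-nonspecific alkaline phosphatase inhibition above about 50% at 20 µM in the single-dose screen, limit read from the data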;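 also: 0% = DMSO negative control and 100% = EDTA positive control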
* hit, by the source's call.

cpd	Compound	PMI act satM6P	G6PDH CS	FLuc stim CS	Diaphorase inh	TNAP inh hi DEA
1	CCCCCOc1ccc(CN2CCOCC2)cc1Cl	0.9	6	0.8	13	-4
2	O=C(Nc1ccccc1)c1ccc(F)c(S(=O)(=O)N2CCOCC2)c1	0.9	2	1	21	-4
3	CC(Oc1ccc(Cl)cc1Cl)C(=O)NNC(=O)C(=O)N1CCCCC1 (stereo not drawn)	1.1	16	1.1	5	-2
4	O=c1[nH]c(C2CCN(S(=O)(=O)c3ccccc3)CC2)nc2c1nnn2Cc1ccccc1	1	8	1	28	-6
5	CC(C)c1nn2c(=O)cc(O)nc2s1	1	9	1	11	5
6	Cc1ccc2c(c1)C1CN(C)CCC1N2C(=O)c1cccc(S(=O)(=O)N2CC(C)CC(C)C2)c1 (stereo not drawn)	1	4	1	-6	-1
7	COc1ccccc1N1CCN(C(=O)c2sc3nc(-c4ccccc4)cn3c2C)CC1	1	-40	1.1	13	-3
8	Cc1ccccc1-n1c(SCC(=O)Nc2ccc3c(c2)OCO3)nnc1-c1ccccn1	0.9	-1	1	17	0
9	COc1ccccc1C(=O)NC(=S)N1CCc2ccccc21	1.1	0	1	12	-4
10	Cc1cc(C)c2cc(C#N)c(SCC(=O)NCc3ccco3)nc2c1	1.2	0	1	21	6
11	O=C(NC(=S)NCC1CCCO1)c1cccc([N+](=O)[O-])c1 (stereo not drawn)	1	0	1.1	10	3
12	Cc1ccnc(NS(=O)(=O)c2ccc(CC(C)C)cc2)c1	1	1	1.1	10	-6

cpd	Efa HMGR inh	PMI act	Diaph act CS	TNAP act hi DEA	TNAP inh noacc
1	0	0.8	0.9	1	-7
2	-3	0.9	0.8	1	-5
3	-1	1	0.9	1	-57
4	-1	1	0.7	1.1	-10
5	1	0.9	0.9	0.9	-2
6	5	1.3	1.1	1	-6
7	-3	0.9	0.9	1	10
8	1	0.9	0.8	1	-7
9	-1	1.1	0.9	1	-13
10	-8	1.1	0.8	0.9	1
11	-3	1	0.9	1	-12
12	-6	1	0.9	1.1	-4

(more compounds)
cpd	Compound	PMI act satM6P	G6PDH CS	FLuc stim CS	Diaphorase inh	TNAP inh hi DEA
13	O=C1c2ccccc2C(=O)N1CCn1c(=O)oc2ccccc21	0.9	15	0.9	7	-2
14	O=C(OCCNc1nc(-c2ccccc2)nc2ccccc12)c1ccncc1	1	10	1	5	-3
15	CN1C(=O)N(C)C2(c3ccccc3)NC(=O)NC12c1ccccc1 (stereo not drawn)	1	11	1	6	4
16	O=C(NCCSCc1ccco1)Nc1ccccc1	0.9	16	0.7	17	-6
17	Cc1nc2ccccc2nc1CSc1nnc(N)s1	1.1	6	1	5	-3
18	CCCc1c(C)[nH]c2ccccc2c1=O	1	-4	1	7	-2
19	COc1ccc(/C=N/NC(=O)CCC(=O)Nc2ccccc2)cc1OC	0.9	-11	1	9	2
20	Cc1ccc(Cn2nnc3c(=O)[nH]c(C4CCN(S(=O)(=O)c5ccc(C)cc5)CC4)nc32)cc1	1	5	1	10	-3
21	COC(=O)c1ccc(N2C(=O)C3CC(C)=C(C)CC3C2=O)cc1 (stereo not drawn)	1	0	1	9	-1
22	CC(=O)N=Cc1c(C)c(C#N)c(=O)n(C)c1O	0.5	8	1	29	0
23	CC1(C)Cc2c(sc(NC(=O)COc3ccccc3)c2C#N)C(C)(C)N1	1	19	1	-10	-7
24	O=C(CN1C(=O)CCS(=O)(=O)c2ccccc21)Nc1cccc(F)c1	1	-3	1	8	-2

cpd	Efa HMGR inh	PMI act	Diaph act CS	TNAP act hi DEA	TNAP inh noacc
13	-1	0.9	0.9	1	-12
14	-4	0.9	1	1	2
15	-5	1.1	0.9	1	18
16	-4	0.8	0.8	1.1	-11
17	-6	1	1	1	-8
18	0	1	0.9	1	-10
19	0	0.9	0.9	1	-6
20	2	0.9	0.9	1	-4
21	-7	1.1	0.9	1	1
22	-1	1	0.7	1	2
23	-6	1	1.1	1.1	-8
24	-1	0.9	0.9	1	-9

Continued.
cpd	Compound	PMI act satM6P	G6PDH CS	FLuc stim CS	Diaphorase inh	TNAP inh hi DEA
25	COc1ccc(CN2C(=O)CS(=O)CC2=O)cc1OC	1	-3	1	8	0
26	O=C(CS(=O)c1cccc(C(F)(F)F)c1)Nc1ccc(Cl)cc1Cl (stereo not drawn)	1	21	1.1	-3	-8
27	Cc1cc(C)c(NC(=O)CSc2nc3ccc(NC(=O)CSc4nnnn4-c4ccccc4)cc3s2)c(C)c1	1	0	1	-8	-2
28	C=CCn1c(SC(C)C(N)=O)nc2sc(CC)cc2c1=O (stereo not drawn)	1	3	1	4	-1
29	CCCCNC(=O)c1onc(CSc2ccccc2F)c1C(=O)O	1	11	1.1	13	-3
30	Cc1ccc(C(C)C)cc1C(=O)CC1(O)C(=O)N(C)c2ccccc21 (stereo not drawn)	1	3	1.1	15	-10
31	O=C(CCCOc1ccc(Cl)cc1)N1CCCCC1	0.9	13	1	17	-5
32	COCc1cc(C)nc(SCC[N+](C)(C)CC(=O)c2ccc(Br)cc2)c1C#N	1.1	0	1	-2	0
33	COCCNC(=O)CC(=O)N/N=C/c1ccc(C(=O)OC)cc1	1	14	1.1	11	-5
34	CCOC(=O)N1CCC(NS(=O)(=O)c2ccc3c(c2)oc(=O)n3C)CC1	0.9	11	1	16	-6
35	Cn1cccc1-c1nc2ccc(NC(=O)c3cccs3)cc2[nH]1	0.9	-44	1	25	-5
36	CCOc1ccc(N/C(SCc2cccc([N+](=O)[O-])c2)=C(/C#N)C(N)=O)cc1	0.8	-3	1.1	30	-2

cpd	Efa HMGR inh	PMI act	Diaph act CS	TNAP act hi DEA	TNAP inh noacc
25	-2	0.9	0.9	1	-9
26	-11	1	1	1.1	5
27	2	1.2	1.1	1	-7
28	-9	1	1	1	-13
29	-3	1	0.9	1	-4
30	-6	1	0.8	1.1	-17
31	0	0.8	0.8	1	-7
32	-7	1.1	1	1	-3
33	-4	0.9	0.9	1.1	-5
34	1	0.9	0.8	1.1	-5
35	1	0.9	0.7	1	-10
36	-5	0.7	0.7	1	-9

An excerpt from above in order of formula weight, highest first:
cpd	Compound	PMI act satM6P	G6PDH CS	FLuc stim CS	Diaphorase inh	TNAP inh hi DEA
32	COCc1cc(C)nc(SCC[N+](C)(C)CC(=O)c2ccc(Br)cc2)c1C#N	1.1	0	1	-2	0
36	CCOc1ccc(N/C(SCc2cccc([N+](=O)[O-])c2)=C(/C#N)C(N)=O)cc1	0.8	-3	1.1	30	-2
26	O=C(CS(=O)c1cccc(C(F)(F)F)c1)Nc1ccc(Cl)cc1Cl (stereo not drawn)	1	21	1.1	-3	-8
34	CCOC(=O)N1CCC(NS(=O)(=O)c2ccc3c(c2)oc(=O)n3C)CC1	0.9	11	1	16	-6
24	O=C(CN1C(=O)CCS(=O)(=O)c2ccccc21)Nc1cccc(F)c1	1	-3	1	8	-2
29	CCCCNC(=O)c1onc(CSc2ccccc2F)c1C(=O)O	1	11	1.1	13	-3
30	Cc1ccc(C(C)C)cc1C(=O)CC1(O)C(=O)N(C)c2ccccc21 (stereo not drawn)	1	3	1.1	15	-10
28	C=CCn1c(SC(C)C(N)=O)nc2sc(CC)cc2c1=O (stereo not drawn)	1	3	1	4	-1
33	COCCNC(=O)CC(=O)N/N=C/c1ccc(C(=O)OC)cc1	1	14	1.1	11	-5
25	COc1ccc(CN2C(=O)CS(=O)CC2=O)cc1OC	1	-3	1	8	0
31	O=C(CCCOc1ccc(Cl)cc1)N1CCCCC1	0.9	13	1	17	-5

cpd	Efa HMGR inh	PMI act	Diaph act CS	TNAP act hi DEA	TNAP inh noacc
32	-7	1.1	1	1	-3
36	-5	0.7	0.7	1	-9
26	-11	1	1	1.1	5
34	1	0.9	0.8	1.1	-5
24	-1	0.9	0.9	1	-9
29	-3	1	0.9	1	-4
30	-6	1	0.8	1.1	-17
28	-9	1	1	1	-13
33	-4	0.9	0.9	1.1	-5
25	-2	0.9	0.9	1	-9
31	0	0.8	0.8	1	-7

The results go on.
cpd	Compound	PMI act satM6P	G6PDH CS	FLuc stim CS	Diaphorase inh	TNAP inh hi DEA
37	Cc1n[nH]c(=O)nc1NCCc1ccccc1	1	6	1	5	-4
38	NC(=S)n1[nH]c(-c2ccc([N+](=O)[O-])cc2)c(N=Nc2cccc(Cl)c2)c1=O	1	2	1.1	51*	12
39	NC(=O)c1nsnc1-c1ccccc1O	1	36	1	3	-7
40	CCC1(c2ccccc2)NC(=S)N(c2ccc(C)cc2)N1 (stereo not drawn)	1.3	3	0.9	13	2
41	Cc1ccc(O)c(NC(=O)CSc2n[nH]c(C)c2[N+](=O)[O-])c1	0.9	-7	1	16	-2
42	CCCCOC(=O)C(C)Sc1n[nH]c(=O)[nH]c1=O (stereo not drawn)	1.1	6	1.1	7	-4
43	C/C(=N\NC(=O)c1ccn(C)n1)c1ccc(NC(=O)C2CCCC2)cc1	1	5	1	8	1
44	COCc1nnc(NC(=O)c2ccco2)s1	1	-10	1	6	-6
45	CCOc1ccc(CNC(=S)NCc2ccc(OCC)cc2)cc1	0.9	9	1	9	1
46	CNCCC=C1c2ccccc2CCc2ccccc21	1.1	10	1.1	4	-2
47	O=S(=O)(Nc1ccccc1O)c1cccc2cccnc12	0.9	16	1.1	4	-7
48	CCCCOc1ccccc1NC(=O)c1ccc(=O)[nH]c1	0.9	10	1	15	-4

cpd	Efa HMGR inh	PMI act	Diaph act CS	TNAP act hi DEA	TNAP inh noacc
37	0	1	0.9	1	-10
38	-6	0.9	0.5	0.9	-39
39	-2	0.9	1	1.1	0
40	-8	1.3	0.9	1	1
41	1	1	0.8	1	-2
42	3	1.2	0.9	1	-7
43	-5	1	0.9	1	5
44	-1	1	0.9	1.1	-16
45	-1	0.8	0.9	1	2
46	-9	1.1	1	1	-8
47	-5	0.9	1	1.1	-135
48	-4	0.9	0.9	1	-8
